Screening results from PubChem.
GBA enhancer: glucocerebrosidase activity enhancement; P04062; L444P Gaucher fibroblasts, 4-MU-glucoside fluorescence, 3 days; activation, % at 10 µM; hit rate 0.44% among 30,000; AID 784; in the data active means activation above about 65%;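 further: 0% = vehicle wells and 100% = positive control wells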
Target sequence (P04062 whole entry L483P): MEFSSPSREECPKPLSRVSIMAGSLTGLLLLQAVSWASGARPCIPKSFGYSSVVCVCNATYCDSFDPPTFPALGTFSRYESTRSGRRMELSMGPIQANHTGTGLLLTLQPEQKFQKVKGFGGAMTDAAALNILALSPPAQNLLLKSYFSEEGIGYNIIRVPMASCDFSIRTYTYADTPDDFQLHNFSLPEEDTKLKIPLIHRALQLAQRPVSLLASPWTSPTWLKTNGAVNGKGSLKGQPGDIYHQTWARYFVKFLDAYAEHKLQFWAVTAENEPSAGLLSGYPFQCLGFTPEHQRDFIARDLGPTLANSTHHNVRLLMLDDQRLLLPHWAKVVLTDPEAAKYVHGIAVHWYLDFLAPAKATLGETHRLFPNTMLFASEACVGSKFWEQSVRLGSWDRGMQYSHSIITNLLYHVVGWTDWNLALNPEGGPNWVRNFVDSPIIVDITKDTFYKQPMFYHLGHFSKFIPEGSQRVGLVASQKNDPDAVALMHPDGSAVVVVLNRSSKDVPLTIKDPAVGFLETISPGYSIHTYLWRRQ
The depositor's hits bear a star.

SMILES | GBA enhancer
COCCCN1C(=O)C(=O)/C(=C(/O)c2ccccc2)C1c1ccc2c(c1)OCO2 (stereo not given) | 0
Cc1c(C(=O)NCCC2=CCCCC2)oc2ccc(S(=O)(=O)N3CCOCC3)cc12 | 6
COc1ccc(CNc2nc3nc(C)c(Cl)c(=O)n3[nH]2)cc1OC | 9
Cc1ccc(-n2ncc3c(=O)n(CC(=O)NC4CCCCC4)cnc32)cc1C | -3
COc1cccc2c1NC(C(=O)O)C1CC=CC21 (stereo not given) | 12
Cc1nn(-c2ccccc2)c(C)c1C(=O)Nc1nnc(-c2ccco2)o1 | -6
O=C(CCS(=O)(=O)c1cccs1)Nc1ccc(C(=O)NCc2cccs2)cc1 | -10
Cc1cccc(C(=O)N(C)c2nnc(-c3ccncc3)s2)c1 | 0
O=C(Cn1cccc1)NC1CCCCCC1 | -4
OCc1cn(-c2ccccc2)nc1-c1ccc2c(c1)OCCO2 | 33
O=C1CCc2cc(S(=O)(=O)N3CCCC3C(=O)N3CCN(c4ccccc4F)CC3)ccc2N1 (stereo not given) | 11
CC(C(=O)N1CCc2ccccc21)N1CCc2ccccc2C1 (stereo not given) | 8
N#Cc1cn(CC(=O)NCC2CCCO2)c2ccccc12 (stereo not given) | 3
Cc1nn(-c2ccccc2)c(CC(C)(C)C(=O)O)c1C(=O)O | -50
COc1cc(C2N(c3ccc(Cl)c(Cl)c3)C(=O)C3CCCN32)cc(OC)c1OC (stereo not given) | -14
CCOC(=O)c1c(NC(=O)CCC(=O)NCc2ccco2)sc2c1CCCC2 | -4
COc1ccc(S(=O)(=O)N(CC(=O)NCc2ccco2)C2CCCCC2)cc1OC | -5
CCOC(=O)Cc1nnn(CC(=O)OCC)n1 | -12
N#C/C(C(=O)c1ccccc1)=C1/CCCCCN1 | 13
COCCn1c(N)c(C(=O)Nc2sc3c(c2C(=O)OC)CCCC3)c2nc3ccccc3nc21 | 21
O=C(NCc1csc(-c2ccccc2)n1)c1ccco1 | 1
Cc1noc(C)c1CSc1nnc(-c2ccncc2)n1-c1cccc(Cl)c1C | -5
Cc1c(C(=O)O)oc2c1ccc1ccccc12 | -20
Cc1cc(=O)n2nc(N3CCCC(C(=O)NCCC4=CCCCC4)C3)sc2n1 (stereo not given) | -12
Brc1ccc(CSc2nnc(-c3ccccn3)n2Cc2ccco2)cc1 | -20

Grouped by structure, those above with a cyano group
SMILES | GBA enhancer
N#Cc1cn(CC(=O)NCC2CCCO2)c2ccccc12 (stereo not given) | 3
N#C/C(C(=O)c1ccccc1)=C1/CCCCCN1 | 13

The list goes on.
SMILES | GBA enhancer
COc1ccc(N(Cc2cc3ccc(C)cc3[nH]c2=O)C(=O)c2ccco2)cc1 | 9
O=C(CCN1CCN(CCC(=O)c2ccccc2)CC1)c1ccccc1 | 18
Cc1nc2cc(-c3ccc(F)cc3)nn2c(N2CCOCC2)c1C | 5
Cc1ccc(Nc2nc(N)nc(CSc3nnnn3-c3ccccc3)n2)cc1 | -22
COC(=O)c1c(C)nc(C)c2c(=O)oc3ccccc3c12 | -20
COc1ccc(Cl)cc1CSc1n[nH]c(C)n1 | -37
c1ccc(-c2nn3c(-c4ccncc4)nnc3s2)nc1 | -22
CCOc1ccc(N(CC(=O)NCc2ccco2)S(=O)(=O)c2ccc(OC)c(OC)c2)cc1 | -8
COC(=O)CCc1c(C)c(C(=O)c2ccco2)c2ccccn12 | -4
CCOC(=O)N1CCN(C(=O)C(NS(=O)(=O)c2cccc3nsnc23)c2ccccc2)CC1 (stereo not given) | -25
CC(=O)OC(C(=O)NCc1ccco1)c1cccnc1 (stereo not given) | -19
Cc1ccccc1-c1nc(CN2CCCC(C(=O)NCc3cccnc3)C2)c(C)o1 (stereo not given) | -44
NC(=O)c1ccc(OCC(F)(F)C(F)(F)C(F)(F)C(F)(F)C(F)(F)C(F)F)cc1 | -18
CC1CCCC(NC(=O)c2cn(C)c3ccc(S(=O)(=O)N4CCCC4)cc3c2=O)C1C (stereo not given) | -11
Cn1c(=O)cc(OCC(=O)NCc2ccccn2)c2ccccc21 | -7
CCOC(=O)c1[nH]c(COC(=O)C2CC(=O)N(Cc3ccccc3)C2)c(C(=O)OCC)c1C (stereo not given) | 6
COc1ccc2[nH]c(=O)c(CN(C3CCCCC3)C(c3nnnn3Cc3ccco3)C(C)C)cc2c1 (stereo not given) | -13
O=c1[nH]c(C2CCCN(S(=O)(=O)c3ccccc3)C2)nc2c1nnn2Cc1ccccc1F (stereo not given) | -5
O=C(NC1CCCCC1)NC1CCN(S(=O)(=O)c2ccc3c(c2)OCCO3)CC1 | -5
COc1ccc(-n2nnc3c(=O)n(CC(=O)NCC4CCCO4)cnc32)cc1 (stereo not given) | -4
NC(=O)C1CCN(c2oc(-c3ccccc3F)nc2S(=O)(=O)c2ccc(Cl)cc2)CC1 | -10
Cc1c(Cl)cccc1NC(=O)CC(NCCN1CCOCC1)C(=O)O (stereo not given) | -4
Cn1c(=O)c2c(nc(CN3CCOCC3)n2CCN2CCOCC2)n(C)c1=O | 5
CCn1c2ccccc2c2cc(NC(=O)CCCN3C(=O)CCC3=O)ccc21 | -1
CO[C@H]1C=CO[C@@]2(C)Oc3c(C)c(O)c4c(O)c(c(C=NN5CCN(C)CC5)c(O)c4c3C2=O)NC(=O)C(C)=CC=C[C@H](C)[C@H](O)[C@@H](C)[C@@H](O)[C@@H](C)[C@H](OC(C)=O)[C@@H]1C | -27

Later entries
SMILES | GBA enhancer
CCN(CC)c1nc(N)c2c(N)n(-c3ccccc3C)c(=S)c(C#N)c2c1C#N | -10
CC(C)OP(=O)(c1ccc(N(C)C)cc1)C(O)c1ccccc1F (stereo not given) | -15
COc1cc2nc(SCC(=O)NC3CC3)n(CCC3=CCCCC3)c(=O)c2cc1OC | -2
Cc1cc(N2C(=O)C3C4C=CC(C4)C3C2=O)no1 (stereo not given) | 3
CC(C)CC(c1nnnn1Cc1ccccc1)N1CCN(C(=O)c2ccco2)CC1 (stereo not given) | -33
N#CC(=C1SC=CS1)c1nc(-c2ccccc2)cs1 | -8
Cn1c(=O)c2c(nc(Br)n2Cc2c(F)cccc2Cl)n(C)c1=O | 4
CN(C)c1ccc(NC(=S)c2ccccn2)cc1 | 8
COc1c2occc2cc2ccc(=O)oc12 | -2
CCOC(=O)CSC1=C(C#N)C(c2ccccc2OCC)C(C#N)C(=O)N1 (stereo not given) | -21
Cc1ccc(-n2nc(C(=O)NCc3ccco3)c3c4ccccc4n(C)c3c2=O)cc1 | -67
CCOc1ccccc1C1CC(=O)NC(SCC)=C1C#N (stereo not given) | -6
CCOc1ccc(CCNC(=O)C2CCN(c3nn4c(=O)cc(C)nc4s3)CC2)cc1 | -14
COc1ccc(S(=O)(=O)N(CCN2CCOCC2)Cc2cc(OC)ccc2OC)cc1 | 13
CCNc1ccc(C(=O)OCC)cc1NC(=O)c1cccc(S(=O)(=O)N2CCOCC2)c1 | -4
c1ccc(-n2nnnc2-n2cnc3ccccc32)cc1 | -8
COc1ccccc1N(C(C)=O)C1SC(=O)N(c2ccccc2)C1=O (stereo not given) | 12
CCOC(=O)N1CCN(S(=O)(=O)c2ccc(OC)c(Cl)c2)CC1 | -5
CN1C(=S)SC(N(O)C(=O)NC2CCCCC2)C1(C)C (stereo not given) | -12
C=CCn1c(Cc2cccs2)nnc1SCC(=O)c1cccc(Br)c1 | 15
COc1cc(C)c(Cl)cc1S(=O)(=O)N(C)C | -18
COCCCn1c(SCC(=O)OC2CCCCC2)nnc1-c1ccco1 | 66*
COC(=O)c1[nH]c(C)c(/C(O)=C2\C(=O)C(=O)N(CCN(C)C)C2c2cc(OC)ccc2OC)c1C (stereo not given) | -11
CCn1c(Cc2cccs2)nnc1SCC(=O)Nc1ccc(OC)c(OC)c1 | -4
CC1CN(S(=O)(=O)c2cccc(C(=O)OCC(=O)Nc3ccc4c(c3)OCO4)c2)CC(C)O1 (stereo not given) | -16

Given as comma-separated lines: entries from further up.
smiles,GBA enhancer
Cc1cc(=O)n2nc(N3CCCC(C(=O)NCCC4=CCCCC4)C3)sc2n1 (stereo not given),-12
Brc1ccc(CSc2nnc(-c3ccccn3)n2Cc2ccco2)cc1,-20
COc1ccc(N(Cc2cc3ccc(C)cc3[nH]c2=O)C(=O)c2ccco2)cc1,9
O=C(CCN1CCN(CCC(=O)c2ccccc2)CC1)c1ccccc1,18
Cc1nc2cc(-c3ccc(F)cc3)nn2c(N2CCOCC2)c1C,5
Cc1ccc(Nc2nc(N)nc(CSc3nnnn3-c3ccccc3)n2)cc1,-22
COC(=O)c1c(C)nc(C)c2c(=O)oc3ccccc3c12,-20

Ordered by count of non-hydrogen atoms (largest number first): some entries from above
SMILES | GBA enhancer
CCOc1ccc(CCNC(=O)C2CCN(c3nn4c(=O)cc(C)nc4s3)CC2)cc1 | -14
CC(C)CC(c1nnnn1Cc1ccccc1)N1CCN(C(=O)c2ccco2)CC1 (stereo not given) | -33
CCn1c(Cc2cccs2)nnc1SCC(=O)Nc1ccc(OC)c(OC)c1 | -4
Cn1c(=O)c2c(nc(Br)n2Cc2c(F)cccc2Cl)n(C)c1=O | 4
CN1C(=S)SC(N(O)C(=O)NC2CCCCC2)C1(C)C (stereo not given) | -12
N#CC(=C1SC=CS1)c1nc(-c2ccccc2)cs1 | -8

New compounds follow
SMILES | GBA enhancer
COc1ccc(CCNC(=O)c2nnn(CC(=O)Nc3ccccc3)c2N)cc1OC | -3
CC(C)Cn1c(Br)nc2c1c(=O)n(CCC#N)c(=O)n2C | -3
c1cc(C(c2nnnn2C2CCCC2)N2CCOCC2)ccn1 (stereo not given) | -3
COc1cc(CNCCO)ccc1OCC(=O)Nc1ccc(Br)cc1 | -15
C=C(C)c1cccc(C(C)(C)NC(=O)NCCCn2ccnc2)c1 | -16
CCCc1cc(=O)n2[nH]c(-c3ccccc3)cc2n1 | -17
CCN1C(=O)N(C)C(N(O)C(=O)NC)C1(C)C (stereo not given) | -5
Cc1cc(N2CCN(c3ccccc3)CC2)n2nnnc2n1 | 6
O=C(NCC(=O)N(c1cccnc1)C(C(=O)NC1CCCC1)c1ccco1)c1cccs1 (stereo not given) | 62
CCc1n[nH]c2c1C(=O)CC(C)(C)C2 | -19
O=S(=O)(c1ccc(S(=O)(=O)N2CCN(C3CCCCC3)CC2)cc1)N1CCCCCC1 | 5
COC(=O)c1ccc(NC(=O)COc2ccc(S(=O)(=O)NC(C)C)cc2)cc1 | -13
Cc1ccc2[nH]c(=O)c(CN(CCc3ccccc3)Cc3nnnn3CC3CCCO3)cc2c1 (stereo not given) | 2
CCC(Sc1nnc(-c2ccc(C)c(Cl)c2)n1CC)C(=O)Nc1nccs1 (stereo not given) | -25
Cc1cc(C)nc(NS(=O)(=O)c2ccc(NC(=O)c3ccc4c(c3)OCO4)cc2)n1 | -42
C=CCn1c(SCC(=O)c2cccs2)nc2sc(CC)cc2c1=O | 3
CCOC(=O)c1cccc(NC(=O)CN2C(=O)C3C4C=CC(C4)C3C2=O)c1 (stereo not given) | -5
CCSc1nnc2c(Cl)cc(Cl)cn12 | -9
COc1ccc(CCN=C2SCC(=O)N2C)cc1OC | -12
Cc1cc(C)n(C(=O)C(C)N2C(=O)c3ccccc3C2=O)n1 (stereo not given) | -12
Cc1cc2cc(CNC(=O)NC3CCCCC3)ccc2[nH]1 | -5
N#C/C(C(=O)N1CCOCC1)=C1\Nc2ccccc2S1 | -9
COc1ccc(CCNC(=O)c2noc3c2CCCC3)cc1OC | -34
CCOC(=O)C1CCCN(C(=O)c2sc3nc(-c4ccccc4)cn3c2C)C1 (stereo not given) | 0
C=CCSC1=C(C#N)C(c2ccccc2OC)CC(=O)N1 (stereo not given) | -3

Carrying on:
SMILES | GBA enhancer
CCOC(=O)NC(CC(=O)O)c1ccc(OCC)cc1 (stereo not given) | 81*
CC1(C)CC(=O)c2sc(NS(C)(=O)=O)nc2C1 | -14
CCCNC(=O)c1[nH]c(C)c(C(C)=O)c1C | -29
CC(=O)Nc1ccc(-c2nc(C)c(C(C)=O)n2O)cc1 | -20
O=C(COc1ccc(F)c(Cl)c1)c1ccc[nH]1 | 20
CC(C)C1N=C2c3ccccc3N=C(SCC(=O)c3ccc(O)c(O)c3)N2C1=O (stereo not given) | -13
COc1ccc(Cc2nnc(SCC(=O)N3CCc4ccccc4C3)o2)cc1 | -12
Cc1[nH]nc2nc3c(c(OC(=O)c4ccccc4)c12)c(=O)n(C)c(=O)n3C | -6
C=C(C)CSc1nnc([C@H](CCSC)NC(=O)OC(C)(C)C)o1 | -4
CSc1nc2oc3c(c2c2nncn12)CC(C)(C)SC3 | -6
CCOC(=O)C1CCN(C(=O)c2c(-c3c(F)cccc3Cl)noc2C)CC1 | -10
O=C(O)COc1nsnc1N1CCOCC1 | -48
CC1(c2ccncc2)Nc2ccccc2-c2nc3ccccc3n21 (stereo not given) | 10
CCOC(=O)N1CC=C2C(C#N)=C(N)C(C#N)(C#N)[C@H](c3ccc(OC(C)C)c(OCC)c3)[C@H]2C1 | -3
Cc1ccc(-c2nn(CC(=O)NCC3CCCO3)c(=O)c3ccccc23)cc1 (stereo not given) | -7
CSCC[C@H](NC(=O)OC(C)(C)C)c1nnc(SCC(=O)Nc2c(C)cccc2C)o1 | -34
CC(C)Cn1c2nc3ccccc3nc2c2c(=O)n(CCN3CCOCC3)cnc21 | 3
OC12CCCCC1C(c1ccc3c(c1)OCO3)N(Cc1ccccc1F)CC2 (stereo not given) | -13
CCN(CC)C(=O)CN1CCN(c2ncccn2)CC1 | 25
Cc1cc(C(=O)Nc2nnc(C(F)(F)F)s2)no1 | -11
COc1ccc(N(C)S(=O)(=O)c2cccc(C(=O)NC3=NCCS3)c2)cc1 | -42
CCCn1c(SCC(=O)Nc2nnc(CC)s2)nc2c1c(=O)n(C)c(=O)n2C | -11
Cc1nc(SCC(=O)NCc2ccccc2)c2c(=O)n(C)c(=O)n(C)c2n1 | -10
FC(F)Oc1cccc2cccnc12 | -7
COc1ccc(OCCSc2nnnn2C2CCCCC2)cc1 | 3
O=C1CC(c2ccccc2)CN1C(=O)c1ccccc1 (stereo not given) | -12
Cc1ccc(S(=O)(=O)Nc2nc3ccc(S(=O)(=O)N4CCCC4)cc3s2)cc1 | 6

Some of the entries so far, tab-delimited:
Structure	GBA enhancer
CCNc1ccc(C(=O)OCC)cc1NC(=O)c1cccc(S(=O)(=O)N2CCOCC2)c1	-4
c1ccc(-n2nnnc2-n2cnc3ccccc32)cc1	-8
COc1ccccc1N(C(C)=O)C1SC(=O)N(c2ccccc2)C1=O (stereo not given)	12

An excerpt; count on the stated rates, not on these rows.
